ERG-DNA inh – blocks human ERG Ets domain binding to DNA | P11308 | fluorescence polarization, His-ERG Ets domain / labelled DNA | Potency, µM (highest dose often 76.9 µM), for inactives: top-dose FP activity, negative = inhibition, actives largely listed as inhibitors | hit rate 0.028% among 370,000; active means well fitted inhibition curve with a large enough effect in the polarisation, with a control signal flat; inconclusive means small, poorly fitted or top-dose-only effect, or effect the other way, or a change in a side signal; inactive means no such curve, though single readings can be large or run the other way; the % refers to the polarisation;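 further: polarization taken with two DNA probes labelled with fluorescein and Texas red; potency means the concentration at half of the fitted maximal effect; % of control where 0% means no effect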
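His-tagged ERG Ets domain (1 uM in the protein solution; 300mM KCl, 50mM Tris-HCl, 1mM EDTA, 1mM DTT, pH 7.5) received compound, then a probe mix of 5 nM fluorescein-DNA and 100nM Texas-615-DNA. Fluorescence polarization was read for both dyes.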
GLS inhibitor – inhibitors of human glutaminase (GLS); GLS enzymatic activity, qHTS titration; Potency, µM (doses to about 45.5 µM), inactives show at the top dose activity change, negative = inhibition, actives largely listed as inhibitors; hit rate 0.21% among 410,000; AID 624170; further: potency means the concentration at half of the fitted maximal effect; on the % scale 0 is the no-effect control and ±100 the full control effect
Target sequence (O94925 whole entry, looked up): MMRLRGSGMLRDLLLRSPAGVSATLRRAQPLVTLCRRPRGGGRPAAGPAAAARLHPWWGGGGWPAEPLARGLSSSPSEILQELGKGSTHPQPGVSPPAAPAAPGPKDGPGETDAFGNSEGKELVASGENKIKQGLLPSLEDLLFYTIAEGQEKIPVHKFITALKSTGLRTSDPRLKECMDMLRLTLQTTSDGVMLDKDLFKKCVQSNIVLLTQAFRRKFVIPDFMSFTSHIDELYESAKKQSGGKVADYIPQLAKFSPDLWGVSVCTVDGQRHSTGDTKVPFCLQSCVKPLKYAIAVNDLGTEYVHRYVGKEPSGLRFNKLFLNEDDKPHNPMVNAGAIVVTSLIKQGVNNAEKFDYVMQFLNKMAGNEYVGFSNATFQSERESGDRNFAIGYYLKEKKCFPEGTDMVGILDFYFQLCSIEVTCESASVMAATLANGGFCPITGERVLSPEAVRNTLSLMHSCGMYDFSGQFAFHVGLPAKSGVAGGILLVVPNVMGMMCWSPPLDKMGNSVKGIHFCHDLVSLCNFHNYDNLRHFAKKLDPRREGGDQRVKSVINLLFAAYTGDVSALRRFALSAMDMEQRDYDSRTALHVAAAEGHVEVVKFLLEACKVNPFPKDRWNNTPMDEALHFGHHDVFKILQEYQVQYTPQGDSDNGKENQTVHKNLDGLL
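Two-point fluorescence kinetic (t0, 30 min RT) for hKGA; glutamate detected via glutamate oxidase–HRP–Amplex Red. Substrate: 1 mM L-glutamine solution; buffer 45 mM KH2PO4, pH 8.2.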
BAZ2B block – blocks human BAZ2B; hit rate 4.4% among 360,000; Q9UIF8; AlphaScreen BAZ2B-H3K14Ac peptide displacement; Potency, µM (top dose mostly 114 µM), for inactives: top-dose activity change, negative = inhibition, hits mostly inhibitors; further: potency means the concentration at half of the fitted maximal effect; on the % scale 0 is the no-effect control and ±100 the full control effect; nearly all actives have a fitted effect of over 60% in size
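Inhibition is scored as reduced AlphaScreen emission. The BAZ2B/b-H3(5-23)K14Ac complex (50 nM each) in PBS pH 7.4, 0.01% Tween-20 meets compound (up to 110 uM) for 30 min at RT before bead addition.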
RGS4 inhibitor – blocks human RGS4-accelerated GTP hydrolysis; Potency, µM (doses to about 114 µM), without a hit: top-dose activity change, negative = inhibition, hits mostly inhibitors; Transcreener GDP fluorescence polarization, RGS4-accelerated GTP hydrolysis; P49798; hit rate 0.039% among 390,000; further: potency means the concentration at half of the fitted maximal effect; on the % scale 0 is the no-effect control and ±100 the full control effect; nearly all actives have a fitted effect of over 75% in size; some results filed as inactive show a strong effect at the top dose
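MLSMR compounds (23 nl, pin-transferred) preincubated 10 min at room temperature with a 500nM (2x) first reagent, then RGS4 at 900nM (2x) plus Transcreener GDP mix added; fluorescence polarization (620/688 nm) read before and after 90 min at 30 °C.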
G9a block – G9a (human) methyltransferase inhibition; G9a H3K9 monomethylation, AlphaScreen, 2 h; Potency, µM (doses to about 102 µM), without a hit: top-dose activity, negative = inhibition, actives largely listed as inhibitors; hit rate 8.8% among 350,000; further: potency means the concentration at half of the fitted maximal effect; on the % scale 0 is the no-effect control and ±100 the full control effect; nearly all actives have a fitted effect of over 75% in size
Target sequence (Q96KQ7 913-1193 limits assumed): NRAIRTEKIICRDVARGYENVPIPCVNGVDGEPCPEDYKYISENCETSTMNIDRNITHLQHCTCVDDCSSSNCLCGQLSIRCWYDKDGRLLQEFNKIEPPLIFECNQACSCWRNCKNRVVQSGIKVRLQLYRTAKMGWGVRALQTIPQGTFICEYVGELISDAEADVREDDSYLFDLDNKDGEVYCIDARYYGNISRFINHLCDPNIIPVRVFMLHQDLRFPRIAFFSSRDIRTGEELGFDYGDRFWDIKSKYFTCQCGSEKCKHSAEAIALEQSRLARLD
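Chemiluminescent proximity detection of H3K9 monomethylation, read after 10 min bead incubation in the dark. Reaction: 20 nM G9a, 500 nM biotin-H3K9 peptide, 20 uM SAM cofactor, 2 h, room temperature, following 15 min enzyme-compound preincubation.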
JMJD2A Tudor – JMJD2A Tudor domain (human) inhibition; O75164; hit rate 4.4% among 390,000; Potency, µM (highest dose often 114 µM), without a hit: at the top dose activity change, negative = inhibition, hits mostly inhibitors; AlphaScreen JMJD2A-Tudor / H3K4me3 peptide binding; AID 504339; further: potency means the concentration at half of the fitted maximal effect; on the % scale 0 is the no-effect control and ±100 the full control effect; nearly all actives have a fitted effect of over 50% in size
HP1b chromo inh – inhibitors of HP1-beta chromodomain binding to methylated histone tails; P83916; AlphaScreen HP1-beta / biotin-H3K9me3 peptide binding; Potency, µM (series often up to 114 µM), for inactives: at the top dose activity change, negative = inhibition, usual class: inhibitors; hit rate 0.56% among 390,000; further: potency means the concentration at half of the fitted maximal effect; nearly all actives have a fitted effect of over 70% in size; inactives centre near 23
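HP1-beta protein (50 nM final) preincubated 30 min at room temperature with biotinylated H3(1-18)K9me3 peptide (50 nM) in PBS pH 7.4, 0.01% Tween-20, then compound added for 30 min. AlphaScreen streptavidin donor/nickel chelate acceptor beads (10 ug/mL final), 30 min dark, luminescence read.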
PI4K2A block – inhibitors of human PI4K2A | purified PI4K2A, ADP-Glo luminescence, 1 h; hits give low values | activity change, negative = inhibition, % at 76.9 µM | hit rate 0.13% among 420,000 | AID 1346378; in the data active means activity change below about -50%; inconclusive means mostly about -30% to -49%;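 further: -100% = wells without enzyme as full effect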
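In this quantitative HTS, ADP production by PI4K2A was quantified luminescently after 1 h at ambient temperature; 100 microM adenosine served as plate-quality control.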
12-LOX inh – ALOX12 (human) lipoxygenase inhibition; P18054; purified 12hLO, xylenol orange hydroperoxide absorbance; Potency, µM (doses to about 108 µM), without a hit: at the top dose activity change, negative = inhibition, actives largely listed as inhibitors; hit rate 1.1% among 580,000; AID 1671190; further: potency means the concentration at half of the fitted maximal effect; on the % scale 0 is the no-effect control and ±100 the full control effect
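Hydroperoxide product was detected by ferrous iron/xylenol orange as the 573 to 405 nm absorbance ratio. Arachidonic acid at 40 uM (final) was turned over for 30 min at room temperature by 150 nM human 12hLO, pH 7.0 Hepes buffer, after 15 min compound preincubation.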
* marks the source's active call; other numbers are inactive results; ? = inconclusive; . = no result given; & = joins results of further samples; [ ] = another dose, or the depositor's remark. Unless noted, the call rests on the fitted dose curve; in most records, active means well fitted curve in the direction sought with a large enough effect; inconclusive means small, poorly fitted or top-dose-only effect, or another doubt; inactive means no such curve, though single readings can be large; an effect the other way counts as inactive or inconclusive.

GLS inhibitor | 12-LOX inh | G9a block | BAZ2B block | PI4K2A block | JMJD2A Tudor | ERG-DNA inh | HP1b chromo inh | RGS4 inhibitor | compound
1% | 2% | 17% | -11% | -3 | -17% | 10% | 23% | 20% | CCN(CC)C(=O)C1CCC(CNS(=O)(=O)c2cccc3nsnc23)CC1 (stereo not drawn)
5% | -1% | ? | . | 2 | -14% | 13% | 5% | 1% | O=C(C1CCCC1)N1CCN=C1SCc1cccc([N+](=O)[O-])c1
3% | -17%&0% | 8.9µM* | -34% | 2 | ? | -5% | -16% | -17% | COC(=O)CCc1sc(Nc2ccc(OC)cc2)nc1-c1ccc(OC)cc1
-1% | -3% | ? | -3% | 0 | -2% | -1% | 23% | 8% | Cc1cc(C(=O)Nc2c(F)cc(F)cc2Br)no1
-2% | 2% | 62%[activator][59 µM] | 64%[activator] | -5 | -25% | 6% | 16% | -3% | COc1ccccc1C(=O)NCCCN1CCCC1=O
0% | ? | -34%[59 µM] | -3% | -1 | -10% | 1% | 17% | -2% | Cc1cc(NC(=O)C2CCCN(S(=O)(=O)c3ccc(Br)s3)C2)ccc1Br (stereo not drawn)
-3% | 2% | 3%[59 µM] | -31% | 1 | -19% | 0% | 32% | -15% | Cc1ccc(NS(=O)(=O)c2c(C(=O)N3CCCCCC3)c(C)n(C)c2C)cc1F
102%[activator] | 25µM* | . | 2.5µM* | -24 | 7.9µM* | -3% | 25µM* | ? | O=C(CSc1nc2ccccc2n1CCc1ccccc1)c1ccc(O)c(O)c1
11% | 28µM* | -39%[59 µM] | -12% | 6 | -17% | 0% | 38% | -20% | Cc1cccc(NC(=S)Nc2ccccn2)c1
15% | -24% | 6%[12.7 µM] | -30% | 0 | -10% | 1% | 31% | 6% | C=C(C)Cn1c(SCC(=O)O)nnc1-c1ccccc1
16% | 2% | 4%[2.33 µM] | 50µM* | -1 | 18µM* | . | ? | 9% | COc1ccc(NC(C(=O)Nc2cccc(C(C)=O)c2)c2ccccc2)cc1 (stereo not drawn)
2% | 4%&10% | ? | -10% | -3 | -13% | 1% | 5% | -1% | COc1cccc(NC(=O)CCSc2nnc3scc(-c4ccccc4)n23)c1
4% | 0% | 17% | 0% | 2 | 0% | -6% | 13% | 11% | COc1ccc(Cl)cc1NC(=O)C1CCN(S(C)(=O)=O)CC1
-10% | ? | -7%[59 µM] | 6.3µM* | -2 | 22µM* | -3% | -19% | -40% | COc1ccc(N=Nc2ccc(O)c3ncccc23)cc1
14% | 1% | -12% | ? | 2 | -14% | 16% | 18% | -11% | CN(C(=O)c1ccc(S(=O)(=O)N(C)C)cc1)c1ccc2ccccc2c1
0% | 33%[activator] | 25%[12.7 µM] | -5% | -2 | 1% | -3% | 44%[activator] | -32% | CCc1cc2c(=O)n(-c3ccc(Br)cc3)cnc2s1
. | ? | ? | . | 28 | . | . | . | 21µM* | O=[N+]([O-])c1ccc2c(c1)S(=O)(=O)C=C2
3% | -25% | -37% | 0% | 2 | 13% | 1% | 54%[activator] | 12% | COc1cc(CNCc2ccccc2)c(Br)cc1OC1CCCC1
0% | ? | ? | -22% | -1 | -17% | -4% | 36%[activator][57 µM] | -20% | Cc1cc(O)c(C(c2ccccc2)N2CCN(C)CC2)c(=O)n1Cc1ccco1 (stereo not drawn)
3% | 0% | 10% | -27% | -6 | -3% | -5% | 13% | -10% | CC(C)OC(=O)/C(=C\c1ccc2c(c1)c1ccccc1n2C)NC(=O)c1ccccc1
-18% | -4% | . | -7% | -5 | 45µM* | 13% | ? | ? | C=CCOc1c(CNc2ccc3[nH]c(=O)[nH]c3c2)cccc1OC
4% | -5% | 7%[12.7 µM] | 6% | -1 | -6% | -1% | 34%[activator] | -27% | Cc1c(Cl)cccc1NC(=O)CC1NCCNC1=O (stereo not drawn)
2% | -17% | 32% | -6% | -2 | -18% | -5% | 15% | 16% | COc1ccc(CCNC(=O)C(=O)NCC2OCCN2S(=O)(=O)c2ccc(C)cc2)cc1 (stereo not drawn)
-1% | -7% | 6% | . | 1 | 50µM* | 1% | -2% | ? | Cc1cc(C)cc(C(=O)NCC(=O)OCC(=O)N(C)c2ccccc2)c1
-1% | 10%[57.4 µM] | -12% | 12% | 0 | -16% | 6% | 70%[activator] | 2% | CCc1ccc(NC(=O)C2CCN(S(=O)(=O)c3ccc4[nH]c(=O)ccc4c3)CC2)cc1
-17% | -14% | ? | 6%[57.1 µM] | ? | -12% | -2% | 9% | 0% | CC(C)Cn1cc(NC(=O)NCc2ccccc2)c2ccccc2c1=O
7% | 7% | ? | 14% | 0 | -15% | 9% | 38% | -9% | COc1cc(CN2CCNC(=O)C2CC(=O)N2CCCCO2)cc(OC)c1 (stereo not drawn)
5% | 0% | 0% | ? | -2 | 14% | -1% | 38% | -18% | CCC(C)NC(=O)CSc1nc2c(sc(=S)n2Cc2ccco2)c(=O)n1-c1ccccc1 (stereo not drawn)
-15% | 0% | 2% | -3% | -2 | -10% | 2% | 5% | -16% | Cc1cc(C)c2oc(C(=O)N(Cc3ccccc3)C3CCS(=O)(=O)C3)cc(=O)c2c1 (stereo not drawn)
4% | 0% | -3%[0.501 µM] | -12% | 5 | -11% | -5% | 3% | -4% | Cc1cc(C)cc(N(CCC#N)C(=O)COC(=O)c2ccccc2SCC(=O)N2CCCC2)c1

Remaining list, next part:
GLS inhibitor | 12-LOX inh | G9a block | BAZ2B block | PI4K2A block | JMJD2A Tudor | ERG-DNA inh | HP1b chromo inh | RGS4 inhibitor | compound
3% | 0%[57.4 µM] | -10%[59 µM] | -5% | 4 | 6% | -3% | 23% | 2% | CS(=O)(=O)N1CCN(c2ccccc2NC(=O)c2ccc3ccccc3c2)CC1
-6% | 2% | 16%[12.7 µM] | -4% | 4 | -2% | . | 22% | -20% | COc1ccccc1N(CC(=O)N/N=C(\C)c1ccc(F)cc1)S(=O)(=O)c1ccccc1
2% | -17% | ? | -27% | -3 | -27% | 12% | 17% | 31% | CCN1CCCC1CNC(=O)C1CCN(C(=O)c2cc3sccc3n2Cc2ccc(F)cc2)CC1 (stereo not drawn)
3% | 10% | 18%[12.7 µM] | 10% | 6 | -4% | 0% | 25% | -13% | COc1ccc(-n2cnnc2SCC(=O)Nc2cc(C(C)(C)C)nn2-c2ccccc2)cc1
-4% | ? | ? | ? | -3 | 71µM* | -6% | ? | -11% | CCOC(=O)c1[nH]n(-c2ccc(Cl)cc2)c(=O)c1C
-13% | -16% | -3%[59 µM] | -3% | -10 | 3% | -1% | 49%[activator] | -3% | Cc1cc(C)c(NC(=O)CN2C(=O)NC3(CCOc4ccccc43)C2=O)c(C)c1 (stereo not drawn)
-17% | -10% | 1% | 5% | -4 | 13% | 4% | 30% | 7% | O=C(COC(=O)c1cn(-c2ccccc2)nc1-c1cccs1)NC1CC1
5% | -15% | -1% | 3% | 1 | -29% | -14% | 2% | 16% | O=C(Nc1nccs1)c1ccc(NC(=O)c2ccco2)cc1
12% | 0% | 7%[59 µM] | 6% | -12 | -4% | 2% | 24% | 8% | Cc1ccc(NC(=O)CSc2n[nH]c(-c3ccncc3)n2)c(C)c1
-2% | 0% | . | -19% | -3 | -8% | -10% | 15% | 30% | Cc1cccc(OC(C)C(=O)Nc2ccc(S(=O)(=O)N3CCCC3)cc2)c1 (stereo not drawn)
6% | -11% | ? | -5% | 3 | 1% | 23% | 26% | -4% | CC1CCCCN1C(=O)CSc1nc(N)nc(N)n1 (stereo not drawn)
20% | 0% | -10% | -24% | 3 | ? | -1% | -23% | -18% | CN(C)c1cccc(C(=O)NCC(c2ccco2)N(C)C)c1 (stereo not drawn)
-1% | 23% | -3%[59 µM] | -1% | 5 | -8% | -5% | 27% | 6% | COc1cc(OC)cc(C(=O)NCCNC(=O)c2ccco2)c1
1% | -17% | -2%[59 µM] | -1% | 4 | 5% | -8% | 51% | -36% | Cc1onc(-c2ccccc2)c1C(=O)N1CCC(C)CC1
21% | -13% | ? | 3.5µM* | 2 | ? | 5% | -20% | 15% | CCC(C)C1=CC(=Nc2c(C)n(C)n(-c3ccccc3)c2=O)C=C(C(C)CC)C1=O (stereo not drawn)
-7% | ? | ? | -11% | -4 | -16%[11.4 µM] | 13% | 2% | -4%[11.4 µM] | CC1=C(C(=O)O)N2C(=O)C(NC(=O)c3nn(C)cc3Cl)C2SC1 (stereo not drawn)
2% | ? | -8%[59 µM] | . | -7 | -9% | -13% | 54%[activator] | 0% | CCC(c1nnnn1Cc1ccco1)N1CCC(C(N)=O)CC1 (stereo not drawn)
-1% | -22% | -29% | -24% | -8 | -15% | -2% | 20% | 15% | Cc1ccc(S(=O)(=O)N(C)c2ccc(OC(C)C(=O)N(C)c3ccccc3)cc2)cc1 (stereo not drawn)
-2% | -23% | -13% | ? | -3 | -9% | 3% | 22% | 20% | O=C(NCCc1ccc(Cl)cc1)c1ccc2nc[nH]c2c1

Complete entries from above:
O=C(COC(=O)c1cn(-c2ccccc2)nc1-c1cccs1)NC1CC1 is listed with GLS inhibitor: -17%; 12-LOX inh: -10%; G9a block: 1%; BAZ2B block: 5%; PI4K2A block: -4; JMJD2A Tudor: 13%; ERG-DNA inh: 4%; HP1b chromo inh: 30%; RGS4 inhibitor: 7%
CCC(c1nnnn1Cc1ccco1)N1CCC(C(N)=O)CC1 (stereo not drawn) is listed with GLS inhibitor: 2%; 12-LOX inh: ?; G9a block: -8%[59 µM]; BAZ2B block: .; PI4K2A block: -7; JMJD2A Tudor: -9%; ERG-DNA inh: -13%; HP1b chromo inh: 54%[activator]; RGS4 inhibitor: 0%

Not all compounds are listed; the hit share may differ from the screen's.
